Bioassay records as filed in PubChem BioAssay.
EWS-Fli block – inhibitors of EWS/Fli oncoprotein transcriptional activity; A673 NR0B1-luciferase reporter, viability-normalised; inhibition, % at 12.6 µM; hit rate 0.67% among 350,000; AID 651661;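 active = mean inhibition of at least 50% after viability correction, with every replicate also passing that limit; inconclusive = mean reaches 50% but only one of two replicates passes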;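 note: firefly luciferase signal divided by Alamar Blue viability fluorescence both relative to DMSO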
RAD52 anneal inh – inhibitors of human RAD52 DNA annealing; P43351; recombinant RAD52 DNA annealing, FRET fluorescence; inhibition, % at 18.7 µM; hit rate 0.46% among 360,000; AID 651710;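 active = every replicate showing at least 50% inhibition; inconclusive = mean inhibition at least 50% but not in every replicate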
Target sequence (P43351 whole entry, looked up): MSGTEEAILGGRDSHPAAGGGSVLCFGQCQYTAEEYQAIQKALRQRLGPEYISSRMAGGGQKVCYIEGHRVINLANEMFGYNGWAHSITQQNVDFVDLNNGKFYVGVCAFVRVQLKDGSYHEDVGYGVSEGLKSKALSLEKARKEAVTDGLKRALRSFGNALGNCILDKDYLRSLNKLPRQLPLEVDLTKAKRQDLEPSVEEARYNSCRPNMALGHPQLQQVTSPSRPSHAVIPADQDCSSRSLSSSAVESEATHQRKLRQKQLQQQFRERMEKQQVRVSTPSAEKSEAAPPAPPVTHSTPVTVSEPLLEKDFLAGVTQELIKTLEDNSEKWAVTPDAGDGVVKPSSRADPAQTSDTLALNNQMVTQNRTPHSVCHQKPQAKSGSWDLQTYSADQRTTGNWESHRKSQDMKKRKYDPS
esBAF inh – inhibitors of esBAF chromatin remodeling in mouse ES cells. Bmi1-luciferase knock-in reporter, 24 h; 100% = twice the neutral-well signal. reporter increase, % at 12.5 µM. hit rate 2% among 350,000. AID 602393; in the data active = activation above about 40%; inconclusive = no clear call, values can overlap the other calls;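 note: 0% = median of the plate's neutral control wells and 100% = double that signal; a rise in the Bmi1 reporter signal indicates esBAF inhibition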
XiGFP reactiv – X-chromosome reactivation activator; XiGFP mouse fibroblasts, % GFP-positive cells imaging, 3 d; cells co-treated with 5-aza-dC sensitizer; scaled so ellipticine positive control = 100%; activation, % at 7.58 µM; hit rate 0.055% among 360,000; AID 743238;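 active = mean normalized replicate activation at least 10% and every replicate at or above 10%; inconclusive = only one of the two criteria met; inactive = mean below 10% and not all replicates reach 10%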;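 note: 0% = median of on-plate neutral control wells and 100% = ellipticine 6 µM median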
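assay system = SV40-immortalized XiGFP fibroblast cells, line 68-5-11 | buffer or medium = DMEM plus 5-aza-dC sensitizer | doses = single-point pinned compound dosing | times = 3-day compound exposure, then 15 min fixation at room temperature | benchmarks = positive control ellipticine, 6 µM final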
RAD54 inh – inhibitors of human RAD54 branch migration | RAD54 Holliday junction branch migration, FAM/BHQ fluorescence | inhibition, % at 10.4 µM | hit rate 0.14% among 360,000 | AID 602329;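 active = mean normalized replicate activity at least 40 and at least half of replicates scoring 40 or more; inconclusive = only one of the two criteria met; inactive = mean below 40 and under half of replicates reaching 40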;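 note: 0% = median of neutral control wells and 100% = median of positive control wells; inhibitors cause a drop in the FAM fluorescence signal; in these data hits start at about 50%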
S100A4 MyoIIA – inhibitors of human S100A4 binding to myosin IIA peptide; P26447; S100A4/TAMRA-MyoIIA peptide fluorescence polarization; inhibition, % at 10.7 µM; hit rate 0.14% among 360,000;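 active = mean inhibition of at least 70% across replicates, with every replicate also reaching that level; inconclusive = mean inhibition reaches 70% but some replicates fall short; inactive = mean inhibition below 70%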
Target sequence (P26447 whole entry, looked up): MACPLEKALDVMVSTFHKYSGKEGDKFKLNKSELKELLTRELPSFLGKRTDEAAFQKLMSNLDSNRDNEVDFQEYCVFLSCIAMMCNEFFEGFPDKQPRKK
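Material: S100A4 monomer (human). Medium: Calcium-containing HEPES buffer, pH 7.2. Probe or stimulus: labelled myosin peptide probe, 5 nM. Compound dosing: one concentration per compound. Timing: polarization read 5 min after assay mix addition, stable 5–60 min. Benchmarks: DMSO as neutral control, TFP as positive control.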
E-sel inducer – induces E-selectin expression in human endothelial cells. HUVEC E-selectin immunofluorescence imaging; normalized: neutral wells 0, TNF-alpha wells 100. hit rate 0.37% among 260,000. activation, % at 7.58 µM. AID 686992;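 active = mean E-selectin-positive cell signal at least 10% of the positive control, reached in at least 60% of replicates, without over 20% cell loss; inconclusive = no rule given, readout overlaps actives, possibly toxicity-flagged; inactive = the rest, including those meeting only one limit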;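 note: in these data hits start at about 27%; measured in HUVEC primary endothelial cells; signal is the percent of cells scored E-selectin positive by PE staining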
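material = human umbilical vein endothelial cells (HUVEC), E-selectin induction | quantity = 3,000 cells/well | medium = EGM-2 growth medium on 0.1% gelatin-coated wells | technique = immunofluorescence imaging | read-out basis = % PE-positive cells | control set = TNF-alpha positive control, DMSO neutral control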
FN deposition inh – fibronectin deposition inhibition; AH1F fibroblasts, Alexa488-fibronectin deposition fluorescence, overnight; inhibition, % at 12.6 µM; hit rate 0.086% among 350,000; AID 743247;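 active = mean inhibition across replicates of 30% or more, regardless of how many single replicates reach that level; inconclusive = mean under 30% yet at least half of replicates reach 30%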;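 note: positive control wells lacked labelled fibronectin entirely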
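Measured by – fluorescence 485/525 nm · System – AH1F fibroblast monolayer, labelled fibronectin deposition · Amount – 10000 cells per well · Buffer or medium – serum-reduced DMEM (2% serum) · Doses – single dose, pinned · Also added – fluorescent fibronectin at 24 nM final · Schedule – 1 h cell attachment, overnight exposure to compound and label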
Active calls of the source: *; u = inconclusive; x = no result given; & = joins results of further samples.

SMILES | EWS-Fli block | RAD52 anneal inh | esBAF inh | XiGFP reactiv | RAD54 inh | S100A4 MyoIIA | E-sel inducer | FN deposition inh
CC(C)(C)c1ccc(C(=O)Nc2ccccc2C(=O)NCCN2CCOCC2)cc1 | -59 | -9 | 31 | 0.0 | -10 | -1 | 3.4 | -2
O=C(c1ccco1)N1CCN(Cc2cccc([N+](=O)[O-])c2)CC1 | -8 | -16 | x | 0.0 | x | 1 | x | 7
C=CCNC(=O)C1CCN(S(=O)(=O)c2ccccc2)CC1 | x | x | -6 | x | 3 | x | 0.6 | 2
COc1ccc(S(=O)(=O)Nc2ccc3c(c2)C(=O)N([C@@H](C)CO)C[C@@H](C)[C@H](CN(C)C(=O)Nc2ccccc2)O3)cc1 | -2 | 1 | -6 | -0.1 | 3 | 1 | 0.0 | x
COc1ccc(CCNC(=O)C2CCC(=O)N(CCc3ccc(OC)cc3)C2)cc1 (stereo not given) | -8 | -5 | 7 | 0.0 | -4 | -10 | x | 3
O=C(COC(=O)C1CCN(c2ccc(C(F)(F)F)cn2)CC1)c1ccc(F)cc1 | -9 | -2 | 12 | 0.1 | 0 | 5 | x | -1
Cc1nn(-c2ccccc2)c(C)c1/C=N/n1c(-c2ccccc2Br)n[nH]c1=S | 19 | -2 | x | 0.0 | x | 0 | 0.3 | 6
Cc1cc(C)cc(NC(=O)C(NCC2CCCO2)c2ccccc2)c1 (stereo not given) | 9 | -15 | -11 | 0.0 | -8 | -3 | 1.2 | -1
CC(=C/c1ccccc1)/C=N/n1c(-c2ccco2)n[nH]c1=S | x | -6 | 0 | x | -1 | 1 | x | -22
c1ccc(CN(CCN2CCOCC2)Cc2ccccc2)cc1 | 3 | 7 | x | -0.1 | 6 | -2 | 0.0 | -7
CC(C)(C)OC(=O)CN1C(=O)NC(Cc2c[nH]c3ccccc23)C1=O (stereo not given) | 20 | -8 | -8 | 0.0 | -7 | -2 | x | 5
FC(F)(F)c1cccc(Cc2noc(CN3C[C@@H]4CCC[C@H]3C4)n2)c1 | 3 | -13 | x | 0.0 | x | -3 | x | -2
CCC(=O)N(C)C[C@H]1Oc2cc(C#CCOC)ccc2S(=O)(=O)N([C@@H](C)CO)C[C@H]1C | -11 | -6 | -3 | -0.6 | -4 | 6 | -0.5 | -6
COc1ccc(CCNC(=O)C/C(C)=N/NC(=O)c2ccc(Cl)cc2Cl)cc1OC | x | -10 | 2 | 0.0 | x | -1 | 0.0 | 0
C[C@@H]1CCCCO[C@@H](CN(C)S(C)(=O)=O)[C@H](C)CN([C@@H](C)CO)C(=O)c2cc(NC(=O)Nc3ccc(F)cc3)ccc2O1 | -8 | x | -6 | 0.0 | -17 | x | 0.0 | x
C[C@@H]1CN([C@@H](C)CO)C(=O)c2cc(-c3ccc(C(=O)N(C)C)cc3)cnc2O[C@H]1CN(C)C | -7 | -7 | -2 | -0.4 | 6 | 4 | x | 10
COc1ccccc1/C=C1\SC(=S)N(CCC(=O)Nc2nnc(C)s2)C1=O | 21 | -15 | -9 | 0.1 | -7 | 2 | x | -3
CSc1cccc(NC(=O)c2ccc(CN3CCc4ccccc4C3)cc2)c1 | -19 | -16 | 18 | 0.0 | -4 | -13 | x | -1
Cc1cc(=O)oc2cc(OCCc3ccccc3)ccc12 | -125 | -2 | 67* | 0.1 | 4 | 0 | -0.1 | 6
C/C(=N\NC(=O)c1c[nH]c2ccccc12)c1ccco1 | -49 | -13 | 51* | x | 36 | -3 | x | x
c1ccc(COc2cccc(-c3cc4nc(NCCc5ccncc5)ccn4n3)c2)cc1 | -4 | 18 | 14 | 0.1 | 14 | 3 | 1.0 | -5
C[C@@H]1CN([C@@H](C)CO)C(=O)CCCn2nncc2CO[C@@H]1CN(C)S(=O)(=O)c1ccc(Oc2ccccc2)nc1 | -2&6 | 0&-4 | 2&4 | 0.3&-0.1 | 2&8 | 0&4 | -0.1 | 7&0
O=C1NC[C@H](CCCCN2CCN(Cc3ccccc3)C(=O)C2=O)N(CCc2ccccc2)C1=O | -5 | 4 | x | -0.1 | x | -1 | x | 12
COc1ccc(-c2csc3ncnc(N4CCN(C(=O)c5ccco5)CC4)c23)cc1 | 2 | -13 | -3 | 0.0 | 9 | u | 0.1 | -2
O=Nc1ccc(Br)cn1 | -88 | -54 | x | 0.1 | x | -1 | 0.0 | 2

Structures shown so far that contain a CF3 group (two):
SMILES | EWS-Fli block | RAD52 anneal inh | esBAF inh | XiGFP reactiv | RAD54 inh | S100A4 MyoIIA | E-sel inducer | FN deposition inh
O=C(COC(=O)C1CCN(c2ccc(C(F)(F)F)cn2)CC1)c1ccc(F)cc1 | -9 | -2 | 12 | 0.1 | 0 | 5 | x | -1
FC(F)(F)c1cccc(Cc2noc(CN3C[C@@H]4CCC[C@H]3C4)n2)c1 | 3 | -13 | x | 0.0 | x | -3 | x | -2

The listing continues:
SMILES | EWS-Fli block | RAD52 anneal inh | esBAF inh | XiGFP reactiv | RAD54 inh | S100A4 MyoIIA | E-sel inducer | FN deposition inh
COC(=O)[C@@H](NCc1ccc(B(O)O)cc1)C(C)C | -2 | -5 | 1 | 0.1 | 9 | 6 | x | 0
CC(C)NC(=O)Nc1cccc2c1O[C@H](CN(C)Cc1ccc(-c3ccccc3)cc1)[C@H](C)CN([C@H](C)CO)C2=O | -7 | 2 | 1 | 0.0 | 5 | -5 | 0.7 | x
COc1cccc(/C=N/NC(=O)c2c(C)nc3ccc(Cl)cn23)c1OC | 7 | -16 | -1 | 0.0 | 5 | -6 | 0.0 | 7
CC1=NN(C(=O)c2ccc(C)cc2)C(O)(C(F)(F)OC(F)(F)F)C1 (stereo not given) | x | x | 32 | x | 7 | x | -0.6 | 4
COc1ccc(-c2cc3nc(NCc4ccc(N(C)C)cc4)n(C)c(=O)c3s2)cc1OC | 9 | -18 | 25 | -0.1 | 2 | -8 | -0.9 | x
O=C(c1ccco1)n1nc(-c2cccnc2)nc1NCc1ccco1 | 3 | 7 | x | 0.0 | x | 9 | 0.2 | -2
N#Cc1c(NC(=O)CSc2nc(N)cc(=O)[nH]2)sc2c1CCCC2 | 6 | -14 | x | 0.0 | x | -7 | x | 16
COc1cccc(/C=N/n2c(COc3ccccc3)n[nH]c2=S)c1O | 4 | -19 | 6 | 0.2 | 1 | -7 | 0.1 | 3
CCCC(=O)Nc1ccc2c(c1)OC[C@@H](C)N(Cc1ccc(-c3ccccn3)cc1)C[C@H](C)[C@H](OC)CN(C)C2=O | -1 | -8 | -7 | -0.3 | 3 | 109* | -0.2 | 9
CN1CCN(C(=O)/C(=C\c2cccs2)NC(=O)c2ccco2)CC1 | -4 | -2 | -4 | -0.1 | -1 | -5 | -0.2 | 0
CN(C)S(=O)(=O)n1cc(/C=C(\NC(=O)c2ccccc2F)C(=O)NCCCN2CCOCC2)c2ccccc21 | x | -24 | -3 | 0.0 | -1 | -7 | x | -13
O=C1CCCC2=C1[C@@]1(O[C@H]3C=CC=CN23)C(=O)N(c2ccccc2)c2ccccc21 | 1 | -3 | x | 0.2 | x | 11 | 0.4 | 1
Cn1c(N)c(C(=O)COC(=O)CNC(=O)c2ccccc2F)c(=O)n(C)c1=O | -8 | -8 | -5 | -0.1 | -1 | -3 | 0.2 | 5
CCOc1ccc(N(CC(=O)N2CCOCC2)S(=O)(=O)c2ccc(F)cc2)cc1 | 2 | -14 | 1 | 0.8 | 9 | -4 | 0.7 | 0
CC(C)Cc1nnc(NC(=O)CCNC(=O)c2ccco2)s1 | 6 | -5 | -6 | 0.0 | 5 | -9 | x | 2
Cc1ccnc(NS(=O)(=O)c2ccc(NS(=O)(=O)c3ccccc3)cc2)n1 | x | -14 | 5 | x | 1 | -2 | x | x
COC(=O)c1sc(SC)c(S(=O)(=O)C(C)C)c1N/N=C(\C#N)S(=O)(=O)c1ccccn1 | -14 | 14 | x | 0.5 | x | 4 | -0.3 | 15
CN1C(=O)c2cc(NC(=O)c3ccc(F)cc3)ccc2OC[C@H]2O[C@@H](CC(=O)NC3CCC3)CC[C@H]21 | -6 | 5 | 6 | 0.3 | 3 | 3 | 0.0 | -13
O=C(c1ccccc1)N1CCN(C(=O)c2ccccc2)c2ccccc21 | -11 | 1 | -12 | 0.7 | -9 | -23 | x | 8
Cc1ccc(CNC(=O)CCC2CCCN(Cc3c(C)nn(C(C)C)c3C)C2)o1 (stereo not given) | 12 | -11 | -1 | 0.2 | 2 | -11 | -0.1 | -11
CCOC(=O)N1CCN(C(=O)c2ccc(C)c(S(=O)(=O)Nc3cccc(C)c3C)c2)CC1 | 12 | -5 | -3 | x | -4 | 2 | x | x

One compound at a time, as listed above. Order of values: EWS-Fli block	RAD52 anneal inh	esBAF inh	XiGFP reactiv	RAD54 inh	S100A4 MyoIIA	E-sel inducer	FN deposition inh
`O=C1CCCC2=C1[C@@]1(O[C@H]3C=CC=CN23)C(=O)N(c2ccccc2)c2ccccc21` reads 1	-3	x	0.2	x	11	0.4	1
`O=C(c1ccco1)n1nc(-c2cccnc2)nc1NCc1ccco1` reads 3	7	x	0.0	x	9	0.2	-2
`CN1CCN(C(=O)/C(=C\c2cccs2)NC(=O)c2ccco2)CC1` reads -4	-2	-4	-0.1	-1	-5	-0.2	0
`CN(C)S(=O)(=O)n1cc(/C=C(\NC(=O)c2ccccc2F)C(=O)NCCCN2CCOCC2)c2ccccc21` reads x	-24	-3	0.0	-1	-7	x	-13

In the list so far, these contain a Cl atom:
SMILES | EWS-Fli block | RAD52 anneal inh | esBAF inh | XiGFP reactiv | RAD54 inh | S100A4 MyoIIA | E-sel inducer | FN deposition inh
COc1ccc(CCNC(=O)C/C(C)=N/NC(=O)c2ccc(Cl)cc2Cl)cc1OC | x | -10 | 2 | 0.0 | x | -1 | 0.0 | 0
COc1cccc(/C=N/NC(=O)c2c(C)nc3ccc(Cl)cn23)c1OC | 7 | -16 | -1 | 0.0 | 5 | -6 | 0.0 | 7
